Screening results as filed in PubChem.
TTR transcr act – increases transthyretin transcription | actives 1.3% (n = 92,000) | SH-SY5Y TTR promoter Gaussia luciferase, luminescence; 100% = recombinant luciferase protein wells | AID 1117267 | activation, % at 16.7 µM;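 active = activation above the mean of all tested compounds plus 3 SD, cut at about 9.5% in these data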;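 note: cells exposed to compounds for one day before reading; 0% = median of all test compound wells on the plate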
* hit, by the source's call. Not all compounds are listed; rates above refer to the full screens.

SMILES	TTR transcr act
N/C(=N\OC(=O)c1cc(-c2ccccc2)nc2ccccc12)c1ccccn1	2.8
OC1(c2cccs2)CN(c2ccc(Br)cc2)C2=[N+]1CCCS2 (stereo not drawn)	-0.9
COc1ccc(C)cc1S(=O)(=O)N1CCC(C(=O)NCCC2=CCCCC2)CC1	0.3
O=C(c1cc(Cl)ccc1OCc1ccccc1)N1CCOCC1	-0.8
CCN(Cc1ccccc1)C(=O)COc1cc(=O)n(CC)c2ccccc12	-1.2
Brc1ccc(-c2noc3c2-c2nc(C4CCCCC4)sc2CC3)cc1	13.8*
O=C(O)c1cc(/C=C/c2ccc(N3CCOCC3)cc2)nc2ccccc12	-0.7
Cc1ccc(SCCNC(=O)C(CO)(CO)CO)cc1	0.3
COc1ccc(NC(=O)c2cc(-c3ccc(C)o3)nc3ccccc23)c(OC)c1	-2.3
COc1cc(OC)cc(C(=O)NCCSCc2ccco2)c1	4.9
Cc1cc(C#N)c(C)c(SCc2[nH]nc3c2C(c2ccccc2)C(C#N)=C(N)O3)n1 (stereo not drawn)	-1.1
CCOC(=O)c1sc(NC(=O)CN2C(=O)NC3(CC(C)CC(C)(C)C3)C2=O)c(C(=O)OCC)c1C (stereo not drawn)	0.4
CCN1C(=O)[C@H]2[C@H]3CN=C(SCc4ccccc4)N3[C@@](Cc3ccccc3)(C(=O)OC)[C@H]2C1=O	0.2
CCSc1nc2nc(C)cc(C)n2n1	0.9
COC(=O)CN(C)C(=O)c1ccccc1OC1CCN(S(C)(=O)=O)CC1	-1.5
CCOC(=O)c1nnc2cc(C)nn2c1C	-0.3
CNS(=O)(=O)c1cccc(C(=O)OCC(=O)Nc2cc(F)ccc2F)c1	0.1
CCC1(c2ccccc2)SC(=O)NC1=O (stereo not drawn)	-1.4
O=C(OCC(=O)N1CCCCCC1)c1ccc(S(=O)(=O)N2CCOCC2)cc1	-0.7
O=C(c1ccc(S(=O)(=O)N2CCCC2)cc1)N1CCCc2ccccc21	-3.6
Cc1c(C(=O)N2CCOCC2)c(S(=O)(=O)Nc2ccc(OC(F)(F)F)cc2)c(C)n1C	0.2
Cn1c(CN2CCCC2)nc2cc(NC(=O)COc3ccc(Cl)cc3)ccc21	4.5
COc1ccc(NC(=O)C(C)SCc2ccccc2)cc1 (stereo not drawn)	0.7
CC1CC(C)CN(CCCNC(=O)c2cc3c(=O)[nH]c4ccccc4c3n2C)C1 (stereo not drawn)	-0.6
C=CCOc1ccccc1CNCCNC(=O)c1nonc1N	-0.4
Cc1ccc2oc(=O)n(CC(=O)O)c2c1	1.7
CC(C)(C)NC(=O)NC(=O)COC(=O)c1cccc(NS(=O)(=O)c2ccc(F)c(F)c2)c1	-0.7
COc1ccc(/C=C/C(=O)c2ccc([N+](=O)[O-])o2)cc1	-7.9
O=C(Nc1nccs1)C1CCN(S(=O)(=O)c2ccc(F)cc2)CC1	3.4
O=C(COC(=O)c1n[nH]c(=O)c2ccccc12)NC1CCCCC1	-0.7
O=C(c1ccc(S(=O)(=O)Nc2ccccc2Cl)cc1)N1CCOCC1	0.7
CN(CC(=O)Nc1ccc(F)cc1)C(=O)COc1ccc([N+](=O)[O-])cc1Cl	0.5
NC(=O)c1ccsc1NC(=O)c1ccc(S(=O)(=O)N2CCCCC2)cc1	-1.7
O=C(Cn1nnc(-c2cccc(C(F)(F)F)c2)n1)NC1CCCC1	-0.5
CCC1=C(OC(=O)N(CC)CC)N2C(=O)OC(=NCC(=O)OC)[C@]2(Cc2ccccc2)[C@H]2C1=CC[C@H]1C(=O)NC(=O)[C@H]12	1.3
O=C(/C=C/c1cccnc1)c1ccc(O)cc1	-1.8
Cc1ccc(C(=O)c2c3ccc([N+](=O)[O-])cc3[n+]([O-])n2CCCC(N)=O)cc1	0.9
COc1ccc(CC(=O)n2[nH]c(=O)c3ccccc3c2=O)cc1OC	-1.1
Cc1ccc2c(c1)NC(C(C)(C)C)CO2 (stereo not drawn)	-4.3
CC1CN(S(=O)(=O)c2cc(C(=O)N3CCCCC3C)ccc2Cl)CC(C)O1 (stereo not drawn)	-2.6
COc1ccc(NC(=O)c2cc3cc(OC)ccc3oc2=O)cc1	-0.6
CCCCCCCCN1C(=O)[C@@H](CC(=O)NCc2cccc(C(F)(F)F)c2)C[C@@]2(C(=O)OC)C1=C[C@H](C(C)C)O[C@@H]2C1CC1	-1.4
O=C(Nc1ccccc1)/C(=C/c1ccc(F)cc1)NC(=O)c1ccco1	3.1
CCc1ccc(Nc2nnc(SC(C)C(=O)NC3CC3)s2)cc1 (stereo not drawn)	3.5
O=C1CCC(c2ccccc2)=NN1Cc1c(F)cccc1Cl	-0.7
O=C(CCCOc1ccccc1)Nc1cccc(S(=O)(=O)N2CCOCC2)c1	-1.6
C[C@H](NC(=O)c1ncn2c1C(=O)NC[C@@H]2C)C(=O)OC(C)(C)C	1.1
OCCC#Cc1ccc(CN2CCN(C3CCCCC3)C(CCO)C2)cc1 (stereo not drawn)	0.1
CC(C)CCN1CCN(Cc2ccc(Sc3nncn3C)o2)CC1CCO (stereo not drawn)	-0.3
Cc1nn(C)cc1C(C)NC(=O)c1cc(COc2ccc(F)c(F)c2)on1 (stereo not drawn)	-1.6
COc1c(Cl)cnn(-c2cccc(C)c2)c1=O	-0.9
NS(=O)(=O)c1ccc(O)c(NC(=O)c2ccc([N+](=O)[O-])o2)c1	0.9
CCOC(=O)COn1c(=O)c[n+]([O-])c2ccccc21	0.6
O=C1[C@H](Cc2ccccc2)NCC=CC[C@H](c2ccco2)N1Cc1ccccc1	-3.5
CCc1nnc(NC(=O)CSc2nnc(C3CC3)n2C)s1	-1.5
CC(C)C(C)NC(=O)Cn1cnc2c(oc3ccccc32)c1=O (stereo not drawn)	-0.8
Nc1cc(Oc2ccc(F)cc2F)cc([N+](=O)[O-])c1	-2.0
CCN(CC)C(=O)CSc1nc(N)c(C(=O)Nc2ccc(OC)cc2)s1	0.6
Cc1cc(C)c(C)c(OCCCn2ccnc2)c1	-0.3
COc1ccc(OC)c(CN2C(=O)c3ccccc3C2C(=O)NCC2CCCO2)c1 (stereo not drawn)	5.0

(cont.)
SMILES	TTR transcr act
CC(=O)N1CCC(C(=O)N2c3ccccc3N=C(c3ccc(C(F)(F)F)cc3)C2C(=O)NC(C)(C)C)CC1 (stereo not drawn)	0.9
Cc1ccccc1C(=O)N1CCN(c2ccc(NC(=O)Cc3ccccc3)cc2)CC1	-1.4
COc1ccccc1N1CCN(C(=S)NC(=O)/C=C/c2ccccc2)CC1	-0.1
CCOc1ccc(NC(=O)CN2C(=O)COc3ccccc32)cc1	0.1
COc1cccc(NC(=O)C(c2ccccc2)N2CCCCC2)c1 (stereo not drawn)	3.5
Nc1nnc(CSCc2ccccc2Cl)s1	-0.2
O=C(O)CC(NC(=O)COc1ccc(Cl)cc1Cl)C(=O)O (stereo not drawn)	0.2
COCc1nc2oc3ccc(C)cc3c(=O)c2cc1C(=O)OC	0.7
O=C(Nc1cccc(Cl)c1)c1cccc(Oc2ccc([N+](=O)[O-])cc2Cl)c1	-4.0
COc1cc(/C=C(\C#N)c2nc3ccccc3[nH]2)ccc1OC(=O)c1ccco1	-0.6
CN1CCc2c(sc3nc(SCC(=O)N4CCCCC4)n(-c4ccccc4)c(=O)c23)C1	8.0
O=C(NCc1cccs1)C(=O)c1cn(CC(=O)N2CCCC2)c2ccccc12	-1.6
O=C(CSc1ccc(-c2ccncc2)nn1)c1ccc(Cl)cc1	-1.2
CCOc1ccc(S(=O)(=O)NCCC(=O)NCC2(N3CCCCC3)CCCCC2)cc1	-0.1
COC(=O)c1ccc(C)c(NS(=O)(=O)c2ccc(OC)c(OC)c2)c1	-0.9
CN(C)c1cc(N/N=C/c2ccccc2C(F)(F)F)nc(N(C)C)n1	0.1
O=C(Nc1ccc(Cl)c(Cl)c1)c1ccc(Cl)c(Cl)c1	0.5
COc1ccc(C2CC2/C(=N/O)c2ccccc2)cc1 (stereo not drawn)	-3.1
CCOC(=O)C1CCCN(C(=O)c2cccc(NC(=O)C(CC)CC)c2)C1 (stereo not drawn)	0.9
CCN(C(C)=O)c1ccc(Oc2nc(OC)cc(OC)n2)cc1	3.2
CC(CCc1ccccc1)NC(=O)CN1CCN(c2ccccc2)CC1 (stereo not drawn)	0.0
Cc1cc(C)cc(OCC(=O)N(Cc2ccc(N(C)C)cc2)C2CCS(=O)(=O)C2)c1 (stereo not drawn)	-0.1
O=C(NCc1ccco1)c1ccc(COc2ccccc2Cl)cc1	-5.0
Cc1nc(SCC(=O)NC2CCCCC2C)nc(C)c1C (stereo not drawn)	2.2
CC(CC(=O)Nc1ccc(Br)cc1F)S(=O)(=O)c1ccc2c(c1)NC(=O)CO2 (stereo not drawn)	6.0
CC(C)CCNS(=O)(=O)c1cc2c3c(c1)CCN3C(=O)CC2	0.5
CS(=O)(=O)N(CC(=O)N1CCc2ccccc2C1)c1ccc2c(c1)OCO2	5.2
CCOC(=O)n1c(=O)oc2cc(S(=O)(=O)N3CCOCC3)ccc21	-0.8
CCOc1cc(C(=O)Oc2cc(C)[nH]c(=O)c2[N+](=O)[O-])cc(OCC)c1OCC	0.1
Cc1cc(C)nc(N/N=C/c2ccccc2OCC(=O)O)n1	-0.4

Printed as active in TTR transcr act (from the list above):
SMILES	TTR transcr act
Brc1ccc(-c2noc3c2-c2nc(C4CCCCC4)sc2CC3)cc1	13.8*

Reformatted field by field: part of the list above
smiles: Cc1cc(C)cc(OCC(=O)N(Cc2ccc(N(C)C)cc2)C2CCS(=O)(=O)C2)c1 (stereo not drawn)
  TTR transcr act = -0.1
smiles: O=C(NCc1ccco1)c1ccc(COc2ccccc2Cl)cc1
  TTR transcr act = -5.0
smiles: Cc1nc(SCC(=O)NC2CCCCC2C)nc(C)c1C (stereo not drawn)
  TTR transcr act = 2.2
smiles: CC(CC(=O)Nc1ccc(Br)cc1F)S(=O)(=O)c1ccc2c(c1)NC(=O)CO2 (stereo not drawn)
  TTR transcr act = 6.0

(more compounds)
SMILES	TTR transcr act
CCC(C)[C@H](NC(=O)C1CC(=O)N(c2ccc3c(c2)OCCO3)C1)C(=O)NC1CCCC1 (stereo partly drawn)	-0.2
CCC(C)N(C(=O)CSc1nnc(C)n1C)C1CCS(=O)(=O)C1 (stereo not drawn)	-0.6
COC(=O)c1ccsc1NC(=O)c1ccc2c(c1)OCCO2	0.9
O=C(Nc1ccc(NC(=O)c2ccccc2Br)cc1)c1ccccc1	-2.0
Cn1ncc2c(Nc3ccccc3Br)ncnc21	-1.0
O=C1C=CCC(/C=C/c2ccccc2)O1 (stereo not drawn)	2.1
CCC(c1nnnn1-c1c(C)cccc1C)N1CCN(C/C=C/c2ccccc2)CC1 (stereo not drawn)	-1.7
CC(C)(C)NC(=O)C(OC(=O)c1cccs1)c1ccc(C#N)cc1 (stereo not drawn)	-0.5
CCOC(=O)c1cnn(-c2nc(SC)nc3sc4c(c23)CCC4)c1N	2.7
CCOc1ccc(NC(=O)N2CCN(Cc3ccc4c(c3)OCO4)CC2)cc1	-1.0
CC(=O)C1=C(O)C(=O)N(CO)C1c1ccccc1F (stereo not drawn)	6.9
O=C(NN=C(Cc1ccccc1)Cc1ccccc1)c1ccncc1	0.0
O=C1c2nc3cc(-c4ccco4)[nH]n3c(=O)c2CN1Cc1ccccc1	0.7
O=C(NC(=S)Nc1ccccc1N1CCCCC1)c1ccc(-c2cccc([N+](=O)[O-])c2)o1	4.7
COc1ccc(OC)c(Nc2nnc(C)c(=O)[nH]2)c1	0.3

The final 3 entries of the section above are carried over, then new ones follow.
SMILES	TTR transcr act
O=C1c2nc3cc(-c4ccco4)[nH]n3c(=O)c2CN1Cc1ccccc1	0.7
O=C(NC(=S)Nc1ccccc1N1CCCCC1)c1ccc(-c2cccc([N+](=O)[O-])c2)o1	4.7
COc1ccc(OC)c(Nc2nnc(C)c(=O)[nH]2)c1	0.3
O=C(NCCCn1ccnc1)c1ccncc1	4.1
COc1cccc(Oc2c(C)oc3c(CN4CCOCC4)c(O)ccc3c2=O)c1	-1.0
Cc1c(C=O)c(=O)n(-c2ccccc2)n1-c1ccccc1	1.5
Cc1ccc(NC2OC(CO)C(O)C2O)cc1[N+](=O)[O-] (stereo not drawn)	0.1
Cc1ccc(S(=O)(=O)N2CCC(=O)c3ccccc32)cc1	0.4
CCCn1c(C(O)c2ccc(OC)cc2)nc2ccccc21 (stereo not drawn)	9.8*
NCCCn1c(C(=O)c2cc(Cl)c(N)c(Cl)c2)c2ccc(C(F)(F)F)cc2[n+]1[O-]	-1.4
CCN1CCN(c2ncc(C(=O)Nc3c(F)cc(F)cc3Br)c3ccccc23)CC1	-1.3
CCOc1ccccc1C=NNC(=O)CCCCC(=O)NN=Cc1ccccc1OCC	3.6
C[C@H](CO)N1C[C@H](C)[C@@H](CN(C)Cc2ccncc2)Oc2c(NC(=O)Cc3ccccc3)cccc2C1=O	2.4
Clc1cccc(Cl)c1CNCCCSc1ncccn1	1.3
Cc1ccccc1-n1c(-c2ccc(=O)[nH]n2)n[nH]c1=S	3.9
CCN(CC(=O)NCc1cccs1)C(=O)CCOc1ccccc1	3.0
CCOC(=O)/C(C#N)=C/C1=C(N2CCCC2)CC(C)(C)OC1	-2.0
O=C(/C=C/c1ccc(S(=O)(=O)N2CCOCC2)cc1)NC(=S)Nc1ccc(Cl)cc1Cl	-0.5
CN(C)c1ccc(C=Cc2cnccn2)cc1	-1.1
COc1ccc(OC)c(/C=N/NC(=O)c2cc3c(OC)cccc3[nH]2)c1	-2.9
Cc1ccc(C(=O)N2CCCC(CCC(=O)NCc3ccc(F)c(F)c3)C2)cn1 (stereo not drawn)	2.0

Seven records picked at random from the list so far:
SMILES	TTR transcr act
O=C1c2nc3cc(-c4ccco4)[nH]n3c(=O)c2CN1Cc1ccccc1	0.7
CCN(CC)C(=O)CSc1nc(N)c(C(=O)Nc2ccc(OC)cc2)s1	0.6
O=C(Nc1nccs1)C1CCN(S(=O)(=O)c2ccc(F)cc2)CC1	3.4
CCN(CC(=O)NCc1cccs1)C(=O)CCOc1ccccc1	3.0
COc1ccc(OC)c(Nc2nnc(C)c(=O)[nH]2)c1	0.3
CCOc1ccc(NC(=O)CN2C(=O)COc3ccccc32)cc1	0.1
O=C(Nc1ccc(Cl)c(Cl)c1)c1ccc(Cl)c(Cl)c1	0.5
